PME-1 inh: PME-1 inhibitors via competitive probe labeling, primary screen, biochemical, fluorescence polarization, FP-Rh probe, HTS. hit rate 0.53% among 320,000. Protein phosphatase methylesterase 1 (Homo sapiens), Q9Y570. recombinant PME-1. inhibition, % at 5.9 µM;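 active means inhibition above the campaign mean of all compounds plus 3 SD, cut at about 26% in these data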;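 further: competitive labeling of PME-1 active site by serine hydrolase directed probe; 0% = PME-1 with DMSO and 100% = wells lacking PME-1 enzyme; inhibitors block probe labeling so polarization falls and inhibition rises; many of its hits are not listed in these tables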
Target sequence (Q9Y570 whole entry, looked up): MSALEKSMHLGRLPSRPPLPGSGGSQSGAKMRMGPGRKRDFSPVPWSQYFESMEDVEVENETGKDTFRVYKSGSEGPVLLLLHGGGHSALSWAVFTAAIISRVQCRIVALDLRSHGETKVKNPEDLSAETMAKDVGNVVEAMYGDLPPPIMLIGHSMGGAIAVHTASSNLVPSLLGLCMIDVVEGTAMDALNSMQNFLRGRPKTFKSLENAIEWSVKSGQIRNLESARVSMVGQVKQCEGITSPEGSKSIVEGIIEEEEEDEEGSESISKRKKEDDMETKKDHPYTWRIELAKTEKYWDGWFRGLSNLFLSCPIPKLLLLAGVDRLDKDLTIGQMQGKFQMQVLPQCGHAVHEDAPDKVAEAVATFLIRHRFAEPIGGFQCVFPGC
PAFAH1B2 inh: PAFAH1B2 enzyme inhibitors, primary screen, biochemical, fluorescence polarization, human; Platelet-activating factor acetylhydrolase IB subunit alpha2 (Homo sapiens), P68402; recombinant PAFAH1B2, FP-rhodamine activity probe; inhibition, % at 3.39 µM; hit rate 1.2% among 340,000; AID 492953, 2010;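 active means inhibition above the mean of all tested compounds plus 3 SD, cut at about 24% in these data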;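 further: 0% = enzyme with DMSO and 100% = wells lacking PAFAH1B2; many of its hits are not listed in these tables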
pPAFAH inh: pPAFAH enzyme inhibitors, primary screen, biochemical, fluorescence polarization, human | Platelet-activating factor acetylhydrolase (Homo sapiens), Q13093 | recombinant pPAFAH, FP-rhodamine probe fluorescence polarization | inhibition, % at 3.39 µM | hit rate 1.5% among 330,000 | AID 463082, 2010;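 active means inhibition above the mean inhibition across the screen plus 3 SD, cut at about 25% in these data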;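 further: inhibitors block binding of the rhodamine activity-based probe so polarization drops; 0% = enzyme with DMSO and 100% = wells lacking pPAFAH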
LYPLA2 counter: LYPLA2 inhibitors, primary screen, counter-screen for PME1 inhibitor project, biochemical, fluorescence polarization, FP-Rh probe ABPP | Acyl-protein thioesterase 2 (Homo sapiens), O95372 | recombinant LYPLA2 | inhibition, % at 5.9 µM | hit rate 0.38% among 320,000;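 active means inhibition above the screen-wide mean plus 3 SD, limit set per campaign, cut at about 26% in these data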;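 further: 0% = LYPLA2 with DMSO and 100% = wells lacking LYPLA2 enzyme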
PAFAH1B3 inh: PAFAH1B3 enzyme inhibitors, primary screen, biochemical, fluorescence polarization, human; recombinant PAFAH1B3, FP-rhodamine probe; inhibition, % at 3.39 µM; hit rate 0.28% among 340,000; AID 492972, 2010;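 active means inhibition above the screen-wide average of all tested compounds plus 3 SD, cut at about 25% in these data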;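 further: 0% = enzyme with DMSO only and 100% = wells lacking PAFAH1B3 protein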
Target sequence (Q15102 whole entry, looked up): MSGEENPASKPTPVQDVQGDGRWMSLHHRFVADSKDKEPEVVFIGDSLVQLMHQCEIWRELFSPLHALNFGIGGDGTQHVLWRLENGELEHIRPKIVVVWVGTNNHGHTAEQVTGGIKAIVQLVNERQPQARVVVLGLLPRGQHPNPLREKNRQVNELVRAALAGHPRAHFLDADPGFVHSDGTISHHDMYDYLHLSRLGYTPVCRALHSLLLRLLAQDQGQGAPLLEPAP
PAD4 inh: human PAD4 inhibitors, primary screen, biochemical, fluorescence polarization, 1536-well format. AID 485272, 2010. recombinant PAD4, RCA probe fluorescence polarization. inhibition, % at 6.36 µM. hit rate 0.41% among 330,000. Protein-arginine deiminase type-4 (Homo sapiens), Q9UM07;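 active means percent inhibition above a cutoff equal to the mean of all tested compounds plus 3 SD, cut at about 15% in these data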;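 further: 0% = PAD4 with RCA probe and DMSO and 100% = probe without PAD4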
PAFAH2 inh: PAFAH2 enzyme inhibitors, primary screen, biochemical, fluorescence polarization, human; Platelet-activating factor acetylhydrolase 2, cytoplasmic (Homo sapiens), Q99487; recombinant PAFAH2, FP-rhodamine activity probe; inhibition, % at 3.39 µM; hit rate 0.99% among 340,000; AID 492956, 2010;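 active means inhibition above the mean over all tested compounds plus 3 SD, cut at about 30% in these data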;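 further: inhibitors block probe labeling of enzyme so polarization drops; 0% = enzyme with DMSO and 100% = wells lacking PAFAH2 protein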
GSTO1 counter: inhibitors of recombinant GSTO1, primary screen, counter-screen for RBBP9 inhibitor project, biochemical, fluorescence polarization; hit rate 1.1% among 300,000; AID 1974, 2009; Glutathione S-transferase omega-1 (Homo sapiens), P78417; activity-based probe fluorescence polarization; inhibition, % at 5.96 µM;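 active means inhibition above the campaign mean inhibition plus 3 SD, cut at about 35% in these data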;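 further: 0% = GSTO1-1 with DMSO and 100% = wells lacking GSTO1-1 enzyme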
LYPLA1 counter: LYPLA1 inhibitors, primary screen, counter-screen for PME1 inhibitor project, biochemical, fluorescence polarization, FP-Rh probe ABPP. Acyl-protein thioesterase 1 (Homo sapiens), O75608. recombinant LYPLA1. inhibition, % at 5.9 µM. hit rate 0.16% among 320,000. AID 2174, 2009;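 active means inhibition above the mean of all tested compounds plus 3 SD, set per campaign, cut at about 14% in these data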;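 further: inhibitors block serine hydrolase probe labeling of LYPLA1 so polarization falls; 0% = enzyme with DMSO and 100% = wells lacking LYPLA1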
Target sequence (O75608 whole entry, looked up): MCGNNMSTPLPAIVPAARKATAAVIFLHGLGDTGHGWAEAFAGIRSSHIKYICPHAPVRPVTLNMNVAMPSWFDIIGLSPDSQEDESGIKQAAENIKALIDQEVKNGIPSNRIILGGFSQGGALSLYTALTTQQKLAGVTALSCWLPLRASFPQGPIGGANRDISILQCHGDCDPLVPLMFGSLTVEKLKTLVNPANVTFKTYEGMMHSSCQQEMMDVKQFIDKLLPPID
Numbers without * were called inactive; nt = not tested or not shown.

#	SMILES	PME-1 inh	PAFAH1B2 inh	pPAFAH inh	LYPLA2 counter	PAFAH1B3 inh
1	Cc1[nH]nc2c1C(c1ccc3c(c1)OCO3)C(C#N)=C(N)O2 (stereo not given)	0	1	2	2	1
2	Cc1ccccc1OCC(O)Cn1nnc2ccccc21 (stereo not given)	2	1	-4	5	3
3	CC1CN(C)C(C)C/C1=N\Oc1ccc([N+](=O)[O-])cc1 (stereo not given)	1	1	-1	-7	15
4	O=C(NC1CCCC1)C(c1ccc(N2CCOCC2)cc1)N(Cc1ccccc1)C(=O)c1ccco1 (stereo not given)	-6	4	3	-5	6
5	O=C(NC1CCCC1)c1ccc(CNc2c(N3CCOCC3)c(=O)c2=O)cc1	3	-3	-4	0	-2
6	Cc1ccc(C(C)C)c(OCC(=O)OCC(=O)c2c(N)n(C)c(=O)n(C)c2=O)c1	-7	-1	-6	0	5
7	CC(=O)Nc1ccc(C(=O)N2CCN(S(=O)(=O)c3ccc4c(c3)OCCCO4)CC2)cc1	1	5	1	6	7
8	O=C(c1ccccc1F)N1CCN=C1c1ccccc1	-7	2	3	2	2
9	CCn1c(SCC(=O)N2CCN(S(=O)(=O)c3ccccc3)CC2)nnc1-c1cccs1	-1	1	0	3	2
10	CCc1ccc(C2=NN(C(=O)OC)C(O)(C(F)(F)F)C2)cc1 (stereo not given)	-1	1	2	4	-4
11	CCn1c(/N=C/c2ccccc2NS(=O)(=O)c2ccc(C)cc2)nc2ccccc21	0	4	8	1	-2
12	CCOC(=O)C1=C(COC(=O)CC(C)c2ccccc2)NC(=O)NC1C (stereo not given)	7	12	1	-1	3
13	COc1ccc2oc(C(=O)OCC(=O)NC3CC3)c(C)c2c1	-4	3	2	-5	-1
14	Fc1ccc(Nc2nc3ccccc3s2)cc1	5	4	2	6	-1
15	O=C(NC(=S)N(CCCCO)C1CCCCC1)c1sc2ccccc2c1Cl	3	0	3	-2	9

#	PAD4 inh	PAFAH2 inh	GSTO1 counter	LYPLA1 counter
1	-1	5	12	1
2	-5	2	1	-2
3	-9	8	-4	-1
4	0	0	-1	-5
5	-3	3	2	-1
6	0	2	nt	-5
7	1	1	nt	0
8	1	10	7	-1
9	-6	-10	-5	0
10	-1	0	3	3
11	2	9	-6	3
12	2	8	nt	2
13	-4	18	4	2
14	-4	-1	0	0
15	1	7	-5	-1

3 of the entries above in order of the PAFAH1B3 inh value, ascending:
#	SMILES	PAFAH1B3 inh
5	O=C(NC1CCCC1)c1ccc(CNc2c(N3CCOCC3)c(=O)c2=O)cc1	-2
9	CCn1c(SCC(=O)N2CCN(S(=O)(=O)c3ccccc3)CC2)nnc1-c1cccs1	2
12	CCOC(=O)C1=C(COC(=O)CC(C)c2ccccc2)NC(=O)NC1C (stereo not given)	3

(list continues)
#	SMILES	PME-1 inh	PAFAH1B2 inh	pPAFAH inh	LYPLA2 counter	PAFAH1B3 inh
16	CC(=O)c1cccc(NC(=S)NC(=O)c2ccccc2Br)c1	-5	7	0	1	1
17	COc1ccc(CCNC(=O)C2CCCN2C(=O)Nc2ccc(Cl)cc2)cc1OC (stereo not given)	0	-3	-1	3	3
18	CCC(C)NCCOc1ccccc1C (stereo not given)	1	1	-6	-3	-1
19	O=C(Nc1ncccn1)c1ccc([N+](=O)[O-])cc1Cl	4	4	0	3	-1
20	Cc1ccc(C(=O)NC(=O)OCCn2c(C)cnc2[N+](=O)[O-])cc1	5	-1	-3	7	3
21	Cc1ccccc1NC(=O)c1ccc2c(c1)N(C)CCS2	3	8	1	1	2
22	O=C(Cn1c(=O)[nH]c2ccccc2c1=O)Nc1ccc2c(c1)OCCO2	-5	1	0	-1	10
23	COc1ccc(OC)c(NC(=S)N2CCN(c3ccccn3)CC2)c1	-1	9	3	-8	6
24	Cc1cc(NC(=O)CCC(=O)N(CC(=O)NC2CCCC2)c2ccc(C(C)C)cc2)no1	2	4	6	-1	-2
25	CS(=O)(=O)NCc1ccc(C(=O)O)cc1	-4	-1	-3	-2	8
26	CCOC(=O)c1csc(NC(=O)c2cc3ccccc3o2)n1	-29	2	1	-4	2
27	CCOC(=O)c1c(C2CC2)csc1NC(=O)CSCc1c(C)noc1C	5	10	-13	-1	8
28	Cc1c(NC(=O)C(C)OC(=O)/C=C/c2ccco2)c(=O)n(-c2ccccc2)n1C (stereo not given)	-1	1	-3	0	4
29	CCOC(=O)c1ccc(Nc2nc(C)cc(=O)[nH]2)cc1	-6	0	-1	0	7
30	Cc1cccc(NC(=O)C2CC(=O)NC(Nc3nc4ccccc4s3)=N2)c1 (stereo not given)	2	nt	2	2	nt

#	PAD4 inh	PAFAH2 inh	GSTO1 counter	LYPLA1 counter
16	2	0	-23	1
17	6	4	10	1
18	1	-2	-10	1
19	-2	1	3	3
20	-3	-2	-5	1
21	-3	2	7	-3
22	-3	-1	0	-3
23	-6	1	-1	-1
24	3	5	-2	-1
25	-5	4	-2	-1
26	0	7	0	-4
27	0	6	-1	-2
28	-4	-4	0	-1
29	3	-5	2	-2
30	-5	nt	-24	-2

Among those listed so far, these have a thiophene ring, fused or not:
#	SMILES	PME-1 inh	PAFAH1B2 inh	pPAFAH inh	LYPLA2 counter	PAFAH1B3 inh
9	CCn1c(SCC(=O)N2CCN(S(=O)(=O)c3ccccc3)CC2)nnc1-c1cccs1	-1	1	0	3	2
15	O=C(NC(=S)N(CCCCO)C1CCCCC1)c1sc2ccccc2c1Cl	3	0	3	-2	9
27	CCOC(=O)c1c(C2CC2)csc1NC(=O)CSCc1c(C)noc1C	5	10	-13	-1	8

#	PAD4 inh	PAFAH2 inh	GSTO1 counter	LYPLA1 counter
9	-6	-10	-5	0
15	1	7	-5	-1
27	0	6	-1	-2

More structures:
#	SMILES	PME-1 inh	PAFAH1B2 inh	pPAFAH inh	LYPLA2 counter	PAFAH1B3 inh
31	O=C(Nc1ccccn1)c1ccc(Cl)c(S(=O)(=O)N2CCCCCC2)c1	1	1	1	-12	6
32	CCOc1ccc(C(=O)NCC(=O)OCC(=O)N2CCC(C)CC2)cc1	7	6	2	2	3
33	CCCNC(=O)N(CCOC)CC1CCCN(C2Cc3ccccc3C2)C1 (stereo not given)	1	3	4	0	17
34	CCn1c(CSc2nnc(C)n2-c2ccccc2)nc2cc(S(=O)(=O)N(C)C)ccc21	3	5	2	1	3
35	Cc1ccccc1NC(=O)Cc1nc(COC(=O)c2nc(Cl)ccc2Cl)cs1	3	-3	3	-8	0
36	CCOc1cc([N+](=O)[O-])cc(/C=C2/NC(=O)N(Cc3ccccc3F)C2=O)c1O	11	13	22	1	9
37	Cc1cc(C)n(-c2ccc(C(=O)OCC(=O)N(CC(C)C)C3CCS(=O)(=O)C3)cc2)n1 (stereo not given)	-10	2	1	-2	3
38	Cc1ccc(NC(=O)c2[nH]cnc2C(=O)NN)cc1	-16	3	0	-18	-4
39	CCCC(=O)Nc1c(C)nn(C(=O)CCC)c1C	-1	0	1	1	8
40	O=c1c2ccccc2nc(SCc2nc(-c3ccccc3)no2)n1-c1ccc(F)cc1	5	-8	-2	-1	2
41	CCOC(=O)COc1c(Cl)cc(C2NC(=S)NC(c3ccccc3)=C2C(C)=O)cc1OC (stereo not given)	6	7	0	9	0
42	COc1ccc(C(=O)Nn2cnnc2)cc1OC	-3	1	2	-7	5
43	CCCCCn1c(=O)c(C(=O)c2ccccc2)nc2ccccc21	1	2	0	-4	5
44	CC(=O)NC(CCS(C)(=O)=O)C(=O)Nc1cccc(C)c1C (stereo not given)	1	7	9	1	2
45	O=C(COC(=O)CCCCCN=C1NS(=O)(=O)c2ccccc21)Nc1ccc(Cl)c(Cl)c1	-81	-14	-6	-44	-34

#	PAD4 inh	PAFAH2 inh	GSTO1 counter	LYPLA1 counter
31	0	-3	1	-1
32	-1	12	1	4
33	-2	4	3	-1
34	3	-4	1	0
35	5	22	nt	-2
36	2	14	16	3
37	5	-7	1	-1
38	7	-1	-4	-7
39	-7	-4	3	-3
40	2	-8	3	-6
41	-1	6	-5	2
42	5	4	2	-5
43	-1	-1	-8	-3
44	-3	4	-1	1
45	-5	5	-25	-17

The listing continues:
#	SMILES	PME-1 inh	PAFAH1B2 inh	pPAFAH inh	LYPLA2 counter	PAFAH1B3 inh
46	C/C(CC(=O)Nc1c(Cl)cccc1C(F)(F)F)=N\NC(=O)c1cnccn1	0	2	3	-9	5
47	COc1cc(OC)cc(C2=NC3(CCC(C)CC3)NC2=S)c1 (stereo not given)	1	2	-3	-1	-6
48	Cc1cc(C)c(C(=O)COC(=O)C2CCN(c3ccc(C(F)(F)F)cn3)CC2)cc1C	-3	1	2	-4	5
49	C=CC(=O)Nc1ccc(CN2C(=O)N(c3c(Cl)c(OC)cc(OC)c3Cl)Cc3cnc(NCCCCN(CC)CC)nc32)cc1	nt	-4	0	nt	2
50	CC(=O)OC1C(N2CCCCC2)c2c(ccc(/C=C/C(=O)N3CCCCC3)c2O)OC1(C)C (stereo not given)	5	2	1	-2	-1
51	O=C(C1CC(=O)N(c2ccccc2F)C1)N1CCOCC1 (stereo not given)	nt	-2	-6	nt	6
52	COc1ccc(-c2cc(-c3nnc(COC(=O)CC4CC5CCC4C5)o3)c3ccccc3n2)cc1OC (stereo not given)	-11	4	-4	-11	-8
53	NC(=O)CC(NC(=O)c1ccc(Br)cc1)c1ccc(N2CCC(Br)CC2)c([N+](=O)[O-])c1 (stereo not given)	1	-1	11	3	-4
54	O=C(COC(=O)C12CC3CC(CC(C3)C1)C2)NC12CC3CC(CC(C3)C1)C2	-6	14	23	3	1
55	O=C(CN1C(=O)NC2(CCOc3ccccc32)C1=O)c1cccs1 (stereo not given)	nt	5	-2	nt	5
56	CC(=O)Nc1ccc(NS(=O)(=O)c2ccc(C)cc2)c([N+](=O)[O-])c1	-3	5	3	-2	16
57	CC(C)(C)c1ccc(C(=O)N2CCN(CCNC(=O)C(=O)Nc3ccc(F)cc3)CC2)cc1	-7	0	1	3	-2
58	O=C(CSc1nc2ccccc2c(=O)n1-c1ccccc1F)N1CCOCC1	nt	2	2	nt	8

#	PAD4 inh	PAFAH2 inh	GSTO1 counter	LYPLA1 counter
46	-2	-4	5	-3
47	2	0	-1	0
48	2	2	4	-6
49	-3	1	nt	nt
50	-7	0	2	-1
51	-4	-1	nt	nt
52	-5	-17	-2	-9
53	3	-5	-7	-1
54	2	90*	34	2
55	-2	1	nt	nt
56	-2	-4	1	1
57	-3	3	1	0
58	-7	3	nt	nt

An excerpt (hit frequency here may not be typical).
